TNAP activation fold: human TNAP enzyme activators, primary screen, biochemical, luminescent, no phosphate acceptor, uHTS (AID 1001) | Alkaline phosphatase, tissue-nonspecific isozyme (Homo sapiens) | purified TNAP, luminescent activation assay, no phosphate acceptor; higher activation fold means a stronger effect | one-dose activation fold at 20 µM; EC50 in µM for titrated hits | 200,000 compounds, 0.03% hits; in the data active = activation fold from about 3, or a potency from the dose series; inactive = the rest, 99 in 100 with activation fold below about 1.6; also: many of its hits are not listed in these tables
PMI inhibition: human PMI inhibitors, high substrate, primary screen, biochemical, fluorescence intensity, high mannose 6-phosphate (AID 1220) | Mannose-6-phosphate isomerase (Homo sapiens) | one-dose inhibition, % at 20 µM; IC50 in µM for titrated hits | 190,000 compounds, 0.66% hits | recombinant PMI enzyme, coupled fluorescence intensity; higher % means a stronger effect
ER stress rescue: rescue of cells from ER stress-induced death, primary screen, 384-well, CSM14.1, thapsigargin, ATP luminescence (AID 1222); cellular ATP content (survival), % at 20 µM, or EC50 in µM where a hit was titrated; 190,000 tested, under 10 active; CSM14.1 thapsigargin-induced death rescue, ATP luminescence; higher % means a stronger effect;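 active = EC50 below 50 µM in the dose-response confirmation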;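 also: death triggered by thapsigargin at about 15 µM added after 2 h compound pretreatment; cell ATP read after overnight thapsigargin exposure of roughly 18 to 22 hours; normalized against plate controls of thapsigargin alone and 5% DMSO vehicle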
PhoP inhibition: inhibitors of PhoP regulon expression, primary screen, Salmonella Typhimurium, GFP reporter (AID 1863); S. Typhimurium PhoP-regulated promoter GFP reporter, 4 h; higher % means a stronger effect; inhibition, % at 50 µM, or IC50 in µM where a hit was titrated; 300,000 compounds, 0.16% hits;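 active = inhibition over 29.93%, a cutoff 3 SD above the screen mean, later confirmed by dose response; inconclusive = inhibition over 29.93% but no dose response follow-up; inactive = inhibition at most 29.93% or unconfirmed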;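 also: 0% = low Mg2+ inducing control and 100% = high Mg2+ repressing control; strong numbers were not always called active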
West Nile antiviral: West Nile virus antiviral activity, cell-based, CPE readout (AID 1621); West Nile virus-infected cells, CPE inhibition; higher % means a stronger effect; CPE inhibition, % at 10 µM; hits with a dose series show IC50 in µM; 290,000 compounds, 0.02% hits; in the data active = a potency from the dose series; inconclusive = CPE inhibition mostly from about 3.7% at the one dose, without a potency; inactive = the rest, 99 in 100 with CPE inhibition below about 2.2%; also: strong numbers were not always called active
RSV CPE inhibition: RSV antiviral activity via CPE protection, HEp-2 cells, primary 10 µM value included (AID 2391); CPE inhibition, % at 10 µM; hits with a dose series show IC50 in µM; HEp-2 cells, RSV-induced CPE inhibition; higher % means a stronger effect; 310,000 compounds, 0.13% hits; in the data active = a potency from the dose series; inconclusive = CPE inhibition mostly from about 23% at the one dose, without a potency; inactive = the rest, 99 in 100 with CPE inhibition below about 21%; also: strong numbers were not always called active
SV40 large T antigen: SV40 large T antigen inhibitors, biochemical (AID 1903). one-dose inhibition, % at 20 µM; IC50 in µM for titrated hits. 310,000 compounds, 0.39% hits. SV40 large T antigen ATPase/helicase inhibition assay; higher % means a stronger effect; in the data active = a potency from the dose series; inconclusive = inhibition mostly from about 32% at the one dose, without a potency; inactive = the rest, 99 in 100 with inhibition below about 32%; also: strong numbers were not always called active
Insulin prom up: insulin promoter activators in MIN6 cells, imaging, high-content screening, mouse beta cells; MIN6 insulin promoter-GFP reporter; hits give high values; z-score at 5 µM; 190,000 compounds, 0.3% hits; AID 1625, 2009;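 active = z-score above 3 at 5 µM with at least 500 cells counted in the well; inconclusive = wells under 500 cells, flagged as cytotoxic or low count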
human PMI inhibition: inhibitors of human PMI, primary screen, biochemical, fluorescence intensity, coupled assay (AID 1209) | purified PMI enzyme, coupled fluorescence intensity; higher % means a stronger effect | one-dose inhibition, % at 20 µM; IC50 in µM for titrated hits | 190,000 compounds, 0.42% hits;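 also: plate controls were DMSO vehicle for no effect and wells lacking substrate for full effect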
Insulin prom up cell count: second read-out of Insulin prom up, no call of its own (marks repeat the call); cell count; measured here: cytotoxicity, nuclei count;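 total cells summed across four imaged fields per well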
The depositor's hits bear a star; ? = inconclusive; . = no result given. Rule as the data show it, unless noted: active = inhibition above about 50%; inactive = the rest.

SMILES	TNAP activation fold	PMI inhibition	ER stress rescue	PhoP inhibition	West Nile antiviral	RSV CPE inhibition	SV40 large T antigen	Insulin prom up	Insulin prom up cell count	human PMI inhibition
O=C1CCN(C(=O)/C=C/c2ccccc2)c2ccccc21	1	8%	-0.3%	0%	-0.3%	2.8%	7%	-0.45	1494	14%
O=C(O)C1CCCCC1C(=O)NCCc1cccc(Cl)c1 (centres undefined)	1.1	10%	-1.8%	4%	0.4%	1.4%	9%	.	.	12%
Cc1cccc(NC(=O)NCc2ccc3c(c2)cc(C)n3C)c1	1	-2%	-1.4%	7%	0.1%	0.9%	13%	-0.3	1770	-5%
O=C(Cc1ccccc1)NCc1ccncc1	1.1	.	-2.3%	-2%	0.3%	1.6%	10%	-0.56	1650	.
CCOC(=O)C1CC(c2ccccc2)=NNC1=O (centres undefined)	1.1	-9%	0.7%	-2%	0.4%	4.6%	21%	0.28	1482	-6%
CC1CC(C)CN(CCOc2ccccc2-c2ccccc2)C1 (centres undefined)	1	2%	-1.1%	0%	-1.3%	0.2%	6%	-0.27	1304	12%
CC(/C=N/N1CCN(Cc2ccccc2)CC1)=C\c1ccccc1	1	10%	-4.2%	-2%	-1.7%	2.2%	13%	-0.2	1233	15%
CCOC(=O)C1CCCN(C(=O)c2ccc3c(c2)OCO3)C1 (centres undefined)	1.1	36%	-1.0%	5%	0.1%	1.3%	-3%	0.76	1245	4%
O=C(CSc1ncccn1)Nc1ccc(S(=O)(=O)N2CCCCC2)cc1	1.1	0%	-1.2%	1%	-0.1%	0.0%	5%	-0.12	1642	0%
O=C1CCCCCN1CP(=O)(O)CCc1ccccc1	1.1	-10%	-0.3%	-1%	-0.5%	1.8%	19%	.	.	-6%
Nc1ccc2nn(-c3ccc(Cl)cc3)nc2c1	.	.	.	-9%	-0.1%	-0.7%	21%	0.31	986	.
CC(C)c1cccc(OCC(=O)Nc2ccc(S(=O)(=O)Nc3ccccn3)cc2)c1	.	.	.	15%	0.5%	0.8%	17%	.	.	.
O=C(c1cc(COc2ccc3c(c2)CCCC3)on1)N1CCCC1	.	.	.	8%	-0.3%	2.7%	4%	.	.	.
COc1cccc(C2c3c(oc4ccc(Cl)cc4c3=O)C(=O)N2c2cc(C)on2)c1OC (centres undefined)	1	0%	1.0%	4%	0.2%	1.1%	15%	-0.79	995	4%
COc1ccccc1CN(Cc1cc2cc(C)cc(C)c2[nH]c1=O)Cc1nnnn1CC1CCCO1 (centres undefined)	0.9	9%	-1.4%	-2%	-0.3%	4.8%	19%	-1.8	1544	-1%

Profiles from above:
`O=C(Cc1ccccc1)NCc1ccncc1` is listed as TNAP activation fold = 1.1; PMI inhibition = .; ER stress rescue = -2.3%; PhoP inhibition = -2%; West Nile antiviral = 0.3%; RSV CPE inhibition = 1.6%; SV40 large T antigen = 10%; Insulin prom up = -0.56; Insulin prom up cell count = 1650; human PMI inhibition = .
`O=C(c1cc(COc2ccc3c(c2)CCCC3)on1)N1CCCC1` is listed as TNAP activation fold = .; PMI inhibition = .; ER stress rescue = .; PhoP inhibition = 8%; West Nile antiviral = -0.3%; RSV CPE inhibition = 2.7%; SV40 large T antigen = 4%; Insulin prom up = .; Insulin prom up cell count = .; human PMI inhibition = .

Additional records follow:
SMILES	TNAP activation fold	PMI inhibition	ER stress rescue	PhoP inhibition	West Nile antiviral	RSV CPE inhibition	SV40 large T antigen	Insulin prom up	Insulin prom up cell count	human PMI inhibition
CN1CCN(c2nc(-c3cc4ccccc4o3)cs2)CC1	1.1	2%	-1.2%	6%	0.5%	1.8%	0%	0.25	1331	-5%
CN(CC(=O)Nc1cc(Cl)cc(Cl)c1)Cc1cccs1	.	.	.	0%	-1.3%	17%	8%	.	.	.
CCCCCOc1ccc(NC(=O)C(=O)NCCC2=CCCCC2)cc1	1.1	-6%	1.3%	15%	0.0%	0.2%	-1%	-0.11	1642	-8%
C=CCN(c1ccccc1)S(=O)(=O)c1cccc(C(=O)N2CC(C)CC(C)C2)c1 (centres undefined)	.	.	.	-2%	-1.1%	11%	19%	.	.	.
O=C(CSc1nc2ccccc2[nH]1)NCc1ccc(F)cc1	1.2	-4%	-2.3%	-3%	-0.5%	2.3%	8%	-0.27	1165	-5%
Cc1ccc(S(=O)(=O)n2ccc3c(OCCOCCSCC(NC(=O)OC(C)(C)C)C(=O)O)cccc32)cc1 (centres undefined)	.	.	.	6%	-0.1%	8.0%	9%	.	.	.
S=c1[nH]c2ncccc2o1	1.1	-27%	4.4%	-2%	0.3%	0.6%	-6%	-0.17	1244	-14%
O=c1[nH]c([N+](=O)[O-])nn1C(c1ccccc1)c1ccccc1	.	.	.	10%	0.4%	1.3%	0%	.	.	.
CCOC(=O)N1CCC(=NNc2ncc(C(F)(F)F)cc2Cl)CC1	1	-9%	-0.2%	5%	-0.6%	2.6%	8%	0.34	1193	-12%
O=C(CNC1CCCCCC1)Nc1ccc(N2CCCC2)cc1	1.1	8%	-1.7%	13%	.	-1.7%	27%	0.59	1627	13%
CC(C)c1ccc(OCc2nnc(SCC(=O)N3CCCCC3)o2)cc1	.	.	.	4%	-0.8%	14%	-2%	.	.	.
CSc1nnc2c(n1)[nH]c1c(C)cccc12	1	3%	.	3%	-0.9%	-0.1%	-2%	0.06	1100	-3%
NC1=NS(=O)(=O)NC1c1ccc(Br)cc1 (centres undefined)	1.1	3%	0.8%	-4%	-0.4%	-1.1%	21%	.	.	10%
CC1CC(C)CN(C(=O)C2CCC(CNS(=O)(=O)c3ccccc3)CC2)C1 (centres undefined)	.	.	.	-1%	-1.0%	0.5%	26%	.	.	.
COCCNC(=O)C(c1ccc(O)cc1)N(Cc1ccccc1)C(=O)CCC(=O)Nc1nccs1 (centres undefined)	.	.	.	6%	0.5%	1.3%	22%	.	.	.
C[C@H](NC(=O)OC(C)(C)C)C(=O)N/N=C/C1=Cc2ccccc2OC1	.	.	.	-1%	-0.6%	3.3%	23%	-0.02	1108	.
CC(C)c1ccc2nc(N)sc2c1	1	-4%	.	2%	-0.1%	1.6%	8%	0.61	936	-14%
COc1ccc(CNC(=O)CN2CCN(c3ccccc3)CC2)cc1	.	.	.	17%	0.7%	1.7%	-10%	.	.	.
CC(=O)N1CCCc2cc(S(=O)(=O)N3CCN(c4ccccn4)CC3)ccc21	1.1	-2%	-2.9%	27%	-0.3%	11%	8%	-0.37	1159	1%
COC(=O)c1cn(CCOc2ccccc2OC)c2ccccc12	1.1	10%	0.3%	12%	-0.3%	1.7%	7%	.	.	13%
C=CCS(=O)(=O)N1CCCC(N(C)CCc2ccc(OC)c(OC)c2)C1 (centres undefined)	.	.	.	4%	-0.3%	-1.0%	3%	.	.	.
Cc1ccc(OCC(=O)O/N=C(\N)c2ccncc2)cc1C	.	.	.	4%	-0.8%	8.4%	5%	.	.	.
CCCNC(=O)Cc1ncn[nH]1	1.1	3%	-1.3%	1%	0.5%	0.6%	2%	0.54	1579	2%
COc1ccc(N2C(=O)CC(n3cnc4ccccc43)C2=O)cc1 (centres undefined)	1.1	8%	0.2%	3%	-0.4%	1.3%	-5%	-0.37	926	3%
CC(=O)c1cccc(S(=O)(=O)Nc2ccc(N3CCOCC3)cc2)c1	.	.	.	-4%	-0.5%	1.8%	10%	.	.	.
Cc1cc(Cl)ccc1NS(=O)(=O)c1c(C)[nH]c(=O)[nH]c1=O	.	.	.	3%	-0.2%	0.7%	1%	.	.	.
Cc1n[nH]c(C)c1N=Nc1ccc(Br)cc1	2.4	7%	1.7%	-3%	-1.4%	-4.3%	-14%	0.39	1312	8%
Cc1ccccc1NC(=S)Nc1ccc(Br)cc1	1	-10%	-2.5%	0%	-0.5%	5.9%	17%	0	1228	5%
C=C(C)CNC(=O)c1ccc2nc(Cc3ccc(OC)cc3)oc2c1	.	.	.	-1%	-0.5%	9.8%	8%	.	.	.
COc1ccc(-c2cc(C)no2)cc1S(=O)(=O)N1CCCCC1	.	.	.	0%	-1.0%	7.6%	7%	.	.	.
CCC(C)NC(=O)CCS(=O)(=O)c1ccc2c(c1)n(C)c(=O)c(=O)n2C (centres undefined)	1.1	7%	.	9%	0.1%	-0.5%	-4%	.	.	7%
CC(=O)c1cccc(NC(=O)CSc2nc(N3CCCCC3)nc(N3CCCCC3)n2)c1	1	0%	-0.2%	1%	-0.7%	2.0%	10%	-0.16	1490	0%
CC1CCCN(Cc2c(O)ccc3c4c(c(=O)oc23)CCCC4)C1 (centres undefined)	.	.	.	1%	-0.6%	7.8%	12%	.	.	.
O=C1N(Cc2ccccc2)c2ccccc2C12OCCO2	.	.	.	3%	-0.2%	0.7%	24%	.	.	.
CCOC(=O)/C=c1\s/c(=C\c2ccc(C(F)(F)F)cc2)c(=O)n1CC(=O)NCc1ccco1	1	-7%	-1.8%	-2%	-0.3%	1.8%	4%	-0.25	1471	1%
Cc1ccc(NC(=O)NN2CCOCC2)cc1	1	-6%	1.8%	-10%	0.5%	2.0%	16%	0.24	1414	0%
COc1ccc(-n2c(COc3cccc4ccccc34)nnc2SCC#N)cc1	1.1	10%	0.2%	6%	-0.6%	20%	4%	.	.	8%
O=C(O)c1ccccc1NC(=O)N1CCOCC1	1	0%	-6.0%	5%	0.9%	0.4%	10%	-0.25	1416	-11%
Cc1ccc(-c2cnn(-c3cccc([N+](=O)[O-])c3)c2N)cc1	1	5%	-3.6%	-1%	-1.1%	?	8%	.	.	12%
O=C1C(Cl)=C(Nc2ccc(F)cc2)C(=O)N1CCc1ccccc1	0.9	-1%	-2.7%	-8%	-0.8%	0.8%	15%	-0.11	1162	-3%
Cc1ccc(/C(O)=C2/C(=O)C(=O)OC2c2ccc(Cl)cc2)cc1 (centres undefined)	1.1	2%	1.6%	-5%	-0.2%	-1.0%	32%	-0.33	1658	0%
N#CCOc1ccc2oc(-c3ccco3)cc(=O)c2c1	1.1	-9%	0.0%	-6%	-0.6%	-2.2%	13%	0.67	1213	-12%
COC(F)(C(=O)Nc1ccc2c(c1)C(=O)NC2=O)C(F)(F)F (centres undefined)	1.1	10%	-1.9%	-10%	-0.2%	0.9%	12%	0.54	1341	10%
O=C(NS(=O)(=O)Oc1ccc(F)c(Cl)c1)OC[C@@H]1CCCN2CCCCC12 (some centres undefined)	1.2	-4%	2.4%	-4%	-0.1%	-1.4%	8%	.	.	-15%
C/C(=N\NC(=O)c1ccc(Cl)cc1)c1cccs1	1.1	8%	-4.6%	2%	0.0%	.	-3%	-0.63	1274	-1%
COc1ccccc1Nc1nc(C)cc(=O)[nH]1	1	12%	8.9%	3%	0.1%	0.2%	16%	-0.65	1227	18%
CCC(=O)Nc1ccc(-c2nnc(SCC(=O)Nc3nccs3)n2C)cc1	1.1	-2%	0.9%	-4%	0.0%	?	6%	-0.33	1491	-4%

Compounds as they come; about 1.5% have a hit in one of these screens.
